Compound activity from PubChem BioAssay.
L3MBTL1 block = blocks human L3MBTL1 | Q9Y468 | AlphaScreen L3MBTL1–H3K9me1 peptide binding | Potency, µM (titrated, usually from 57.1 µM), for inactives: at the highest dose activity, negative = inhibition, usual class: inhibitors | actives 0.66% (n = 230,000); active = well fitted inhibition curve with a large enough effect; inconclusive = small, poorly fitted or top-dose-only effect; inactive = no such curve, though single readings can be large or run the other way; also: nearly all actives have a fitted effect of over 60% in size
Target sequence (Q9Y468 whole entry, looked up): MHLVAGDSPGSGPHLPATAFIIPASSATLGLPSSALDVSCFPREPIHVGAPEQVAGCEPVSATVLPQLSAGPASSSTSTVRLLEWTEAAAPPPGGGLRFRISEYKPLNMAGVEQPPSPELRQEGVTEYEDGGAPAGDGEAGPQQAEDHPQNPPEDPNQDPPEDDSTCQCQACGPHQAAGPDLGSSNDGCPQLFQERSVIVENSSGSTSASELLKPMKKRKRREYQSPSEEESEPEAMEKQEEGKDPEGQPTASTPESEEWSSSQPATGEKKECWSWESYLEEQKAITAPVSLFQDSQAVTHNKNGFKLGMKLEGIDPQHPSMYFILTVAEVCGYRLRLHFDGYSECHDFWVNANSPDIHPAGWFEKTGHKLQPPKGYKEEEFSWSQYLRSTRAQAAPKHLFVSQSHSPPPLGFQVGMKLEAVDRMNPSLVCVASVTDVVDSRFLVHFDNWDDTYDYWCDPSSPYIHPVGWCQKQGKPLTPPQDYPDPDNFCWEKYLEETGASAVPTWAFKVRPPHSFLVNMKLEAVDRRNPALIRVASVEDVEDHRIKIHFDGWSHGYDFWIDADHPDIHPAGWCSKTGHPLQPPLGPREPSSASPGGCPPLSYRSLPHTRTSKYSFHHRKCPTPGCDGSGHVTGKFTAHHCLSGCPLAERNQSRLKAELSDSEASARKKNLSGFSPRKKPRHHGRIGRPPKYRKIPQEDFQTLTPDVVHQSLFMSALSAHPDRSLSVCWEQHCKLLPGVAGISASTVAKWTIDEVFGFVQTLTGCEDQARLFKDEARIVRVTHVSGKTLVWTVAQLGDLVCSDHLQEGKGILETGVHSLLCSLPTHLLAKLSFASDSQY
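First, the protein-peptide complex forms for 30 min at room temperature (L3MBTL1 50 nM, biotinylated H3K9me1 peptide 75 nM). Next, compounds are pin-transferred and incubated 30 min. Finally, AlphaScreen beads are added and read after 30 min.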
* hit, by the source's call; ? = inconclusive; [ ] = remark or other dose. % is scaled to controls: 0 for no effect and ±100 for the full control effect; potency is read from the fitted curve at half-maximal effect. An excerpt. The share of hits here may be higher or lower than overall.

| mol | L3MBTL1 block |
| --- | --- |
| Cc1ccccc1-c1cc(C(=O)NCc2cccs2)nn1CC1CC(c2cccc([N+](=O)[O-])c2)=NO1 (stereo not drawn) | -8% |
| CCc1cc(C(=O)Nc2ccc(OC)nc2)sc1C | -13% |
| CCN1CCN(c2ccc(S(=O)(=O)N3CCOCC3)cc2NC(=O)C(C)Oc2cccc(Cl)c2)CC1 (stereo not drawn) | -11% |
| CC(=O)NC(Cc1c[nH]c2ccccc12)C(=O)NCCc1ccccc1 (stereo not drawn) | 2% |
| CC(C)(C)CN1CCN(Cc2cc3ccccc3[nH]2)CC1CCO (stereo not drawn) | -2% |
| COc1ccc(S(=O)(=O)N(C)C)cc1NC(=O)c1ccc2c(c1)OCCO2 | 1% |
| Cc1c(CN2CCN(C)C(CCO)C2)[nH]c2c(Cl)cccc12 (stereo not drawn) | -4% |
| COc1ccc(CC(=O)Nc2ccc(N(C)C)c3ccccc23)cc1 | -7% |
| O=C(CSc1ccc(Cl)cc1)NC(=O)c1ccccc1 | 6% |
| CCOC(=O)c1ccc(NC(=O)c2ccc(CN3CCc4ccccc4C3)cc2)cc1 | 5% |

Later entries.
| mol | L3MBTL1 block |
| --- | --- |
| COc1ccc(Cl)cc1C(=O)NNC(=O)COC(=O)CCN=C1NS(=O)(=O)c2ccccc21 | 7% |
| O=C(COC(=O)Cn1[nH]c(=O)c2ccccc2c1=O)NNC(=O)c1ccccc1 | 3% |
| Cc1ccc(SCCN2CCC(C(C)(C)C)CCC2=O)cc1 (stereo not drawn) | 3% |
| COc1ccc(CCC(C)NC2CCCCCCC2)cc1 (stereo not drawn) | -1% |
| CCOc1ccccc1NC(=O)COC(=O)c1ccccc1SCC(=O)N1CCCC1 | 2% |
| O=[N+]([O-])c1cccc(S(=O)(=O)NCCc2ccccc2)c1 | -2% |
| CN(C(=O)c1cccc(NC(=O)Cc2ccc([N+](=O)[O-])cc2)c1)C1CC1 | 0% |
| CCC[C@@H](CN[C@@H](CNC)C(C)C)NCCCCc1ccccc1 | 3% |
| COc1cc(S(=O)(=O)Nc2ccccc2C(=O)N2CCCCC2)ccc1NC(C)=O | 1% |
| Cc1cccc([C@@H]2[C@@H]3C(=O)N(Cc4ccccc4)C(=O)[C@@H]3[C@]3(Cc4ccc(Cl)cc4)C(=O)N(c4cccc(Br)c4)C(=O)N23)c1 | -1% |

New compounds follow:
| mol | L3MBTL1 block |
| --- | --- |
| COc1ccc(CCN(C)C2CCCN(S(=O)(=O)c3ccccc3F)C2)cc1OC (stereo not drawn) | -3% |
| CC(NC(=O)C1CC1)c1ccc(-c2ccccc2)cc1 (stereo not drawn) | -9% |
| COc1ccc(Cl)cc1S(=O)(=O)N1CCCC(C(=O)NCc2ccccn2)C1 (stereo not drawn) | 12% |
| CCc1ccc(C(=O)Nc2cc(S(=O)(=O)N3CCOCC3)ccc2N2CCOCC2)cc1 | 1% |
| Cc1ccc(C)c(NC(=O)c2cc(S(=O)(=O)N3CCCCC3)c[nH]2)c1 | -6% |
| O=C(NCC(c1cccs1)N1CCOCC1)C1CCN(S(=O)(=O)c2cccc(C(F)(F)F)c2)CC1 (stereo not drawn) | -9% |
| CCCN(C1CCS(=O)(=O)C1)S(=O)(=O)c1cc(OC)ccc1OC (stereo not drawn) | -2% |
| COc1ncc(-c2ccc3c(c2)S(=O)(=O)c2cccc(C(=O)O)c2C3=O)cn1 | 5% |
| COc1ccc(NC(=O)CSc2nnc3ccc(-c4cccnc4)nn23)c(OC)c1 | 2% |
| CN1CCN(C(=O)c2cccc(-c3cc(O)c4ncccc4c3)c2)CC1 | 32µM* |

Other compounds
| mol | L3MBTL1 block |
| --- | --- |
| CC(=O)Nc1ccc(NC(=O)Cc2ccc(-c3ccccc3)cc2)cc1 | 7% |
| COc1cccc(CNC(=O)Cc2ccc(S(=O)(=O)N3CCOCC3)s2)c1 | 0% |
| Cc1cccc(NS(=O)(=O)c2cccc(C(=O)NCC(c3ccco3)N3CCCCC3)c2)c1 (stereo not drawn) | -4% |
| CON(C)C(=O)CCN(Cc1ccccc1)C(=O)OC(C)(C)C | 12% |
| Cc1cc(C(=O)NN=C(CCC(=O)O)c2cccs2)c(C)o1 | 3% |
| CC1(C)Cc2cccc(OCC(=O)N3CCN(c4ccc(F)cc4)CC3)c2O1 | -2% |
| C=CCn1c(COc2ccc(F)cc2)nnc1SCC(=O)NC1CCCC1 | 2% |
| Cc1cccc(NC(=O)c2ccc(S(=O)(=O)N3CC(C)OC(C)C3)cc2)n1 (stereo not drawn) | -3% |
| O=C(c1cc(=O)[nH]c2ccccc12)N1CCN(Cc2ccc3c(c2)OCO3)CC1 | 4% |
| CN(C)S(=O)(=O)c1cccc(NC(=O)COc2ccccc2C(=O)NCc2ccccc2)c1 | 0% |

Remaining list, next part.
| mol | L3MBTL1 block |
| --- | --- |
| O=C(COC(=O)C1CC1)Nc1ccc(S(=O)(=O)N2CCOCC2)cc1 | -2% |
| C=CCC[C@H](Cc1ccc(F)cc1)C(=O)OC[C@H](C)NC(=O)[C@@H](CC=C)CC(=O)N[C@H](CO)Cc1ccccc1 | 2% |
| O=C1C=C(c2ccc3[nH]ccc3c2)C[C@@H](c2ccc(F)cc2)C1 | -5% |
| CCCCN(C(=O)c1ccc2c(c1)OCCO2)c1c(N)n(CCCC)c(=O)[nH]c1=O | 1% |
| CCCCn1c(N)c(N(CCOC)C(=O)c2cc(-c3ccco3)nc3ccccc23)c(=O)[nH]c1=O | ? |
| COCC(=O)Nc1ccc(S(=O)(=O)Nc2nccs2)cc1 | -2% |
| O=C(O)CC(c1ccccc1)N1C(=O)c2cccc([N+](=O)[O-])c2C1=O (stereo not drawn) | 7% |
| CCN(CC(=O)NCc1cccs1)C(=O)CCC(=O)c1ccc(F)cc1 | -2% |
| Cc1ccccc1N1CCN(S(=O)(=O)c2nnc(NC(=O)CC(C)C)s2)CC1 | -3% |
| COc1ccc2nc(NC(=O)CSc3n[nH]c(N)n3)sc2c1 | -6% |

Next part
| mol | L3MBTL1 block |
| --- | --- |
| O=C(Nc1ccc2c(c1)OCO2)c1cnc(Cl)c(Cl)c1 | -4% |
| COc1ccc(C(=O)COC(=O)c2ccc3c(c2)NC(=O)CS3)c(OC)c1 | -30% |
| O=C(c1ccncc1)N1CCN(S(=O)(=O)c2cc(C(F)(F)F)cc(C(F)(F)F)c2)CC1 | 35%[activator] |
| O=C(Nc1ccccc1)C1CC2CCC1C2 (stereo not drawn) | 41%[activator] |
| O=C(c1ccco1)N1CCN(Cc2cc(=O)c(OCc3ccccc3F)co2)CC1 | -8% |
| Cc1ccc(C)c(NC(=O)C(c2ccccc2)N2CCN(CC(=O)N3CCOCC3)CC2)c1 (stereo not drawn) | 3% |
| COc1cc(OC)c(C(=O)OCC(=O)NC23CC4CC(CC(C4)C2)C3)cc1OC | -6% |
| N#CCCN(C(=O)CN1CCN(S(=O)(=O)c2ccc3c(c2)OCCO3)CC1)c1ccc(F)cc1 | 7% |
| Cc1ccccc1CC(=O)N1CCN(S(=O)(=O)c2ccc(Cl)s2)CC1 | 2% |
| C[C@H]1CCC(=O)N([C@H](COc2ccccc2)Cc2ccccc2)CC1 | -1% |

Next part
| mol | L3MBTL1 block |
| --- | --- |
| Cc1ccc(NS(=O)(=O)c2cccc(C(=O)NCCCN3CCOCC3)c2)cc1 | 0% |
| Cc1cc(NC(=O)C(C)N2C(=O)c3ccccc3S2(=O)=O)no1 (stereo not drawn) | 8% |
| C[C@H](CO)N1C[C@H](C)[C@@H](CN(C)C(=O)Nc2ccc3c(c2)OCO3)Oc2ccc(NC(=O)CCC(F)(F)F)cc2C1=O | 1% |
| CC(=O)Nc1ccc(NC(=O)COC(=O)C2CCC(C(C)(C)C)CC2)cc1 (stereo not drawn) | -8% |
| C=CCC[C@H](Cc1ccc(F)cc1)C(=O)O[C@H](CNC(=O)[C@@H](CC=C)CC(=O)N(CCO)Cc1ccccc1)c1ccccc1 | -6% |
| Cc1ccc(C)c(NC(=O)c2cnn(-c3ccccc3)c2C)c1 | 31% |
| CCCCN(C(=O)c1ccco1)c1c(N)n(CCC)c(=O)[nH]c1=O | 4% |
| CNC(=O)c1c(NC(=O)CCS(=O)(=O)c2ccc(C)cc2)sc(C)c1C | -3% |
| O=C(NCC(c1ccco1)N1CCc2ccccc2C1)c1ccc([N+](=O)[O-])cc1 (stereo not drawn) | -3% |
| O=C(C1CC(=O)N(c2ccc3c(c2)OCCO3)C1)N1CCN(c2cccc(C(F)(F)F)c2)CC1 (stereo not drawn) | -3% |

More records follow.
| mol | L3MBTL1 block |
| --- | --- |
| COc1ccc(C2CC(c3ccccc3Cl)=NN2c2ccc(S(N)(=O)=O)cc2)cc1 (stereo not drawn) | 51%[activator] |
| O=C(COC(=O)Cc1ccc(Br)cc1)Nc1ccc(Cl)cn1 | 20% |
| CS(=O)(=O)Nc1ccc(C(=O)NCCSc2ccc(Cl)cc2)cc1 | 7% |
| COc1cc(C(=O)COC(=O)c2ccncc2)cc(OC)c1OC | 29% |
| COCCN(CC(=O)Nc1cccc(C)c1C)C(=O)Cc1cccs1 | -5% |
| CC(C)[C@H](NC(=O)N1c2ccccc2NC(=O)[C@@H]1C(C)C)C(=O)N[C@H](C(=O)O)c1ccccc1 | -10% |
| CSc1ccc(Cl)c(C(=O)OCC(=O)N2CCNC2=O)c1 | 3% |
| Cc1ccc(NC(=O)c2ccc(S(=O)(=O)N3CCCCC3)cc2)nc1 | 1% |
| COc1ccccc1CNC(=O)COC(=O)c1ccco1 | -1% |
| COCCNC(=O)CN(C(=O)CCC(=O)Nc1ccccn1)c1ccccc1OC | 1% |

Other results follow:
| mol | L3MBTL1 block |
| --- | --- |
| Cc1ccc(S(=O)(=O)N2CCN(C(=O)c3ccc4nc[nH]c4c3)CC2)cc1 | ? |
| COc1ccc(N2C(=O)N3[C@H](c4ccc(Br)cc4)[C@@H]4C(=O)N(C(C)(C)C)C(=O)[C@@H]4[C@]3(Cc3ccccc3)C2=O)cc1 | 3% |
| COc1ccc(NC(=O)c2ccc(NC3=NC4CS(=O)(=O)CC4S3)cc2)cc1 (stereo not drawn) | 11% |
| O=C(NCCc1ccc(Cl)cc1)C(=O)Nc1cc2c3c(c1)CC(=O)N3CCC2 | -4% |
| Cc1ccc(-c2cc(C(F)F)nc3sc4c(=O)[nH]cnc4c23)cc1 | 7% |
| Cn1cnc(C(=O)N2CCN(C(=O)OC(C)(C)C)CC2)c1C(=O)N1CCN(C(=O)OC(C)(C)C)CC1 | 7% |
| CSc1ccccc1NC(=O)CN(C)C(C)C(=O)NC(=O)NC1CCCCC1 (stereo not drawn) | -5% |
| CCCOc1cc(C)c(S(=O)(=O)NCc2cccs2)cc1C | 10% |
| CCCCn1c(N)c(N(CCOC)C(=O)c2c(C)noc2C)c(=O)[nH]c1=O | 4% |
| O=C(CSc1nnc2ccc(-c3ccccn3)nn12)Nc1ccccc1 | -1% |

Some values from the results shown:
L3MBTL1 block with O=C(C1CC(=O)N(c2ccc3c(c2)OCCO3)C1)N1CCN(c2cccc(C(F)(F)F)c2)CC1 (stereo not drawn) reads -3%
L3MBTL1 block with COc1ccc(N2C(=O)N3[C@H](c4ccc(Br)cc4)[C@@H]4C(=O)N(C(C)(C)C)C(=O)[C@@H]4[C@]3(Cc3ccccc3)C2=O)cc1 reads 3%
L3MBTL1 block with CCOc1ccccc1NC(=O)COC(=O)c1ccccc1SCC(=O)N1CCCC1 reads 2%

Further compounds.
| mol | L3MBTL1 block |
| --- | --- |
| CCCOc1ccc(-c2c(=O)n(O)c3ccccc3[n+]2[O-])cc1 | -5%[2.29 µM] |
| Cc1ccc(S(=O)(=O)N(C)C)cc1NC(=O)COC(=O)COc1ccc2c(C)cc(=O)oc2c1 | -1% |
| Cc1c(C)n2c(SCC(=O)N3CCCCC3)nnc2[nH]c1=O | -1% |
| C[C@H](NC(=O)c1nc[nH]c1C(=O)N[C@@H](C)C(=O)OC(C)(C)C)C(=O)OCc1ccccc1 | -6% |
| COc1ccc(Cc2nnc(SCC(=O)Nc3c(C)cccc3C)[nH]c2=O)cc1 | 5% |
| O=C(CN1C(=O)NC(Cc2ccccc2)C1=O)Nc1ccc(OC(F)(F)F)cc1 (stereo not drawn) | 1% |
| CCCCOc1cccc(C(=O)Nc2ccc(S(=O)(=O)Nc3nnc(CC)s3)cc2)c1 | -1% |
| CS(=O)(=O)c1ccc(Cl)c(NC(=O)COC(=O)Cc2c[nH]c3ccccc23)c1 | 0% |
| O=C(O)c1cc(-c2ccc(/C=c3\sc4nc5ccc(Br)cc5n4c3=O)o2)ccc1Cl | 28µM* |
| O=C(OCC(=O)N1CCN(c2ccccc2)CC1)c1ccncc1 | -3% |

(listing goes on)
| mol | L3MBTL1 block |
| --- | --- |
| Cc1ccc2nc(-c3ccccn3)[nH]c2c1 | -6% |
| COc1cc(/C=C2/CC(C)OC2=O)c([N+](=O)[O-])cc1OC (stereo not drawn) | 3% |
| CCOc1ccccc1OCCC(=O)N1CCN(S(=O)(=O)c2ccccc2[N+](=O)[O-])CC1 | -7% |
| CC1CC(C)CN(C(=O)c2ccc(-c3ccc([N+](=O)[O-])cc3)o2)C1 (stereo not drawn) | -13% |
| CCOc1ccc(CCNC(=O)COC(=O)c2cc(=O)[nH]c3ccccc23)cc1OCC | 5% |
| COc1ccc(-c2cn(Cc3ccc(C(N)=O)cc3)c(CCN)n2)cc1 | -5% |
| CN(C(=O)c1ccc(NC(=O)Cc2cccc(NC(=O)C3CCN(C(=O)C4CCCCC4)CC3)c2)cc1)C1CCCC1 | -4% |
| CC(C)CN1CCC(=O)N([C@H](COc2ccccc2)Cc2ccccc2)CC1 | 1% |
| COc1ccc(/C=C(/NC(=O)c2cccs2)C(=O)NC(C)(C)C)cc1OC | 0%[2.29 µM] |
| CCOc1ccc(NC(=O)CCN2C(=O)C3CCCCC3C2=O)cc1OCC (stereo not drawn) | -7% |

Quoted at random: two entries already listed, in no set order.
| mol | L3MBTL1 block |
| --- | --- |
| CCCCN(C(=O)c1ccc2c(c1)OCCO2)c1c(N)n(CCCC)c(=O)[nH]c1=O | 1% |
| COCCNC(=O)CN(C(=O)CCC(=O)Nc1ccccn1)c1ccccc1OC | 1% |
